# From PubChem
# ALOX15 inhib = qHTS Assay for Inhibitors of 15-hLO (15-human lipoxygenase) | Polyunsaturated fatty acid lipoxygenase ALOX15 (Homo sapiens), P16050 | Potency, µM (series often up to 57.1 µM), without a hit: at the highest dose activity change, negative = inhibition, most hits filed as inhibitors | 1.4% of 74,000 active | purified 15hLO-1, xylenol orange hydroperoxide absorbance | AID 887, 2007; also: potency is read from the fitted curve at half-maximal effect; % is scaled to controls: 0 for no effect and ±100 for the full control effect; nearly all actives have a fitted effect of over 55% in size
# Target sequence (P16050 whole entry, looked up): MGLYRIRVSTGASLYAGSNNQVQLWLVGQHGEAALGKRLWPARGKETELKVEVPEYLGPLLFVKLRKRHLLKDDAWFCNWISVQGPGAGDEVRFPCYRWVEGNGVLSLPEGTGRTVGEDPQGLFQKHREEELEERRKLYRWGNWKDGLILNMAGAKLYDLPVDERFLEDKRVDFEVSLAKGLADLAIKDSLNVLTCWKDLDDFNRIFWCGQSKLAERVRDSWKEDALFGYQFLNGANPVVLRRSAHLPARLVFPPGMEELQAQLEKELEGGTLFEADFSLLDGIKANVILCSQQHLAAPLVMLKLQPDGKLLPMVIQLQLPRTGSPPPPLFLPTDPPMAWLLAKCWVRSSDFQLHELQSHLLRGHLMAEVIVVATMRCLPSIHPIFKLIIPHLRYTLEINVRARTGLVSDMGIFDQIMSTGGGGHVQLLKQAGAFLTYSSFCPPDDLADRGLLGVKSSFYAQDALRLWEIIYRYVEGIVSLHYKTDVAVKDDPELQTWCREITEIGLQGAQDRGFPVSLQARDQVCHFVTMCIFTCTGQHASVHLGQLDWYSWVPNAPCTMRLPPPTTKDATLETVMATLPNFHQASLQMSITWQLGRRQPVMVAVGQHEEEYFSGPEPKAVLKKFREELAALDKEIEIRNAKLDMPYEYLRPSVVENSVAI
#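 Hydroperoxide formed from arachidonic acid (50 uM) by purified human 15hLO-1 (40 nM) oxidizes ferrous iron, and the ferric-xylenol orange complex is read at 573 versus 405 nm. Compounds were preincubated 15 min; reaction ran 6 min at room temperature.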
# Luciferase inh = qHTS Assay for Inhibitors of Firefly Luciferase; 2.2% of 72,000 active; Luciferin 4-monooxygenase (Photinus pyralis), P08659; purified firefly luciferase, luminescence, 8 min; Potency, µM (series often up to 57.1 µM), for the others: top-dose activity change, negative = inhibition, actives largely listed as inhibitors; also: potency is read from the fitted curve at half-maximal effect; % is scaled to controls: 0 for no effect and ±100 for the full control effect; nearly all actives have a fitted effect of over 40% in size
#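 Firefly luciferase (PKLight detection mix) with 10 uM ATP in pH 7.2 imidazole buffer (KCl, MgCl2, Tween 20, BSA). Compounds tested across a concentration series (qHTS). Luminescence read after 8 min at ambient temperature.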
# Rhodamine autofl = qHTS Assay for Spectroscopic Profiling in Rhodamine Spectral Region; 0.05% of 59,000 active; max dye-equivalent concentration, M; Rhodamine-region fluorescence, 547/598 nm, Tris buffer; active compounds read high; in the data active = max dye-equivalent concentration above about 11 nM; inconclusive = between about 1.1 nM and that limit
#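 Intrinsic compound fluorescence, ex 547 / em 598 nm, CCD imager. Tris 100 mM pH 8.0; 15 min RT. Output = rhodamine dye-equivalent concentration at each compound concentration.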
# Hsp90 Hop PPI = qHTS Assay for Disrupters of an Hsp90 Co-Chaperone Interaction | Hsp90 C-terminal peptide / TPR2A (Hop) interaction, human | AlphaScreen TPR2A-His6 binding biotin-Hsp90 C-terminal peptide | Potency, µM (series often up to 57 µM), for inactives: top-dose activity change, negative = inhibition | 0.44% of 71,000 active | AID 595, 2007; active = well fitted curve in either direction with a large enough effect; inconclusive = small, poorly fitted or top-dose-only effect, or another doubt; also: potency is read from the fitted curve at half-maximal effect; % is scaled to controls: 0 for no effect and ±100 for the full control effect; many of its hits are not listed in these tables
# Texas Red fluor = qHTS Assay for Spectroscopic Profiling in Texas Red Spectral Region | Compound fluorescence, Texas Red channel, 547/618 nm; active compounds read high | max dye-equivalent concentration, M | 0.06% of 59,000 active; in the data active = max dye-equivalent concentration above about 10 nM; inconclusive = between about 1.1 nM and that limit
#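 Texas Red-region profiling: compounds in 100 mM Tris pH 8.0 were read at 547/618 nm after 15 min at room temperature. Intensities were normalized against a six-point Texas Red standard series to give dye-equivalent concentration.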
# CRE-bla Fsk = Cell signaling CRE-BLA (Fsk stim) | CHO CRE-bla reporter (cAMP response element driving beta-lactamase), forskolin EC10, beta-lactamase ratio | Potency, µM (doses to about 38.2 µM), inactives show at the highest dose activity change, negative = inhibition, most hits filed as activators | 2.5% of 71,000 active | AID 662, 2007; active = well fitted activation curve with a large enough effect in the signal ratio, with a control signal flat, not every such curve was filed as active; inconclusive = small, poorly fitted or top-dose-only effect, or effect the other way, or a change in a side signal; the % refers to the signal ratio; also: potency is read from the fitted curve at half-maximal effect; % of control where 0% means no effect
#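 Titrated compounds plus EC10 NKH 477 on CHO CRE-bla cells, 3 h, 37 °C. CCF4, 2 h RT. Ratio 460/530 nm → AC50.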
# HBB splice mod = qHTS Assay for Modulators of Hemoglobin Beta Chain Splicing; HBB splicing reporter cell assay, activation; EGFP reporter with mutant IVS2-654 intron; response scale: normalised to 500 nM splice-correcting PNA; Potency, µM (top dose mostly 46.1 µM), for the others: at the highest dose activation, most hits filed as activators; 0.06% of 65,000 active; also: potency is read from the fitted curve at half-maximal effect; 0% is about no effect
#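 HeLa cells stably expressing EGFP interrupted by mutant beta-globin intron 2 (IVS2-654), 500/well in 2% FCS. Treated with compound for 2 days at 37C. Splicing correction scored as total well GFP intensity (488 nm excitation, 500-520 nm emission); 500 nM antisense PNA served as control.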
# ERK AVP inh = qHTS Assay for Inhibitors of the ERK Signaling Pathway using a Homogeneous Screening Assay | HEK293-V1b, vasopressin-stimulated pERK AlphaScreen | Potency, µM (top dose mostly 57.5 µM), for the others: at the top dose activity, negative = inhibition, most hits filed as inhibitors | 0.99% of 72,000 active | AID 995, 2007; also: potency is read from the fitted curve at half-maximal effect; % is scaled to controls: 0 for no effect and ±100 for the full control effect; nearly all actives have a fitted effect of over 55% in size
#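 HEK293 cells stably expressing V1b receptor, preincubated 30 min at 37 °C with compound, then stimulated 5 min with 25 nM vasopressin. Phospho-ERK by AlphaScreen SureFire after 5 h RT; normalized to DMSO and vasopressin; AC50 by Hill fit.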
# Pol III holo inh = qHTS Assay for Inhibitors of DNA Polymerase III Holoenzyme System; reconstituted DNA polymerase III holoenzyme replication, biochemical; Potency, µM (top dose mostly 57.1 µM), for inactives: at the top dose activity change, negative = inhibition; 0.25% of 71,000 active; AID 603, 2007; also: potency is read from the fitted curve at half-maximal effect; % is scaled to controls: 0 for no effect and ±100 for the full control effect
#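 Reconstituted *E. coli* holoenzyme (0.35 nM Pol III, 1 nM beta, 154 nM SSB, 2 nM primase) was preincubated with compound for 15 min at RT. Synthesis on 1.4 nM ssM13Gori ran 35 min, then was stopped with PicoGreen/EDTA and read as dsDNA fluorescence.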
# Tau fil binding = qHTS Assay for Tau Filament Binding | Potency, µM (highest dose often 57.1 µM), for inactives: top-dose activity change, negative = inhibition | Microtubule-associated protein tau (Homo sapiens), P10636 | 2% of 71,000 active | AID 596, 2007 | recombinant tau filaments, thioflavin S fluorescence, 15 h; filaments grown with octadecylsulfate alongside compound;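 also: potency is read from the fitted curve at half-maximal effect; % is scaled to controls: 0 for no effect and ±100 for the full control effect; actives lower thioflavin S fluorescence by blocking filaments or displacing dye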
#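 Thioflavine S fluorescence (ex 450, em 510 nm) reports filaments formed from 1 uM human tau plus 30 uM ODS over 15 h at 37 C (10 mM HEPES pH 7.4, 100 mM NaCl, 5 mM DTT); compounds displacing dye or blocking filaments lower signal.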
# HADH2 inh = qHTS Assay for Inhibitors of HADH2 (Hydroxyacyl-Coenzyme A Dehydrogenase, Type II); 3-hydroxyacyl-CoA dehydrogenase type-2 (Homo sapiens), Q99714; recombinant HADH2, NADH fluorescence, beta-hydroxybutyryl-CoA; Potency, µM (titrated, usually from 57.1 µM), inactives show at the highest dose activity change, negative = inhibition, usual class: inhibitors; 3.4% of 73,000 active; also: potency is read from the fitted curve at half-maximal effect; % is scaled to controls: 0 for no effect and ±100 for the full control effect; nearly all actives have a fitted effect of over 60% in size; many of its hits are not listed in these tables
# Target sequence (Q99714 whole entry, looked up, one chain of several): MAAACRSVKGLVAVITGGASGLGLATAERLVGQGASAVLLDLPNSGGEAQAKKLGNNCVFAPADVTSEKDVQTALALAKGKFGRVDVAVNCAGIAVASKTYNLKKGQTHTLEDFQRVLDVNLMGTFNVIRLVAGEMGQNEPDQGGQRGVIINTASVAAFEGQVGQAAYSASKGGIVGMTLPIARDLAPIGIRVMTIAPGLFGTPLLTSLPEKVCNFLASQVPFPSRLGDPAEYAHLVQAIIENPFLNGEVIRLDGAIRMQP
#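 Activity measured as NADH fluorescence gain (360/450 nm), taken as the change between first and last reads of a 4-min kinetic run. Conditions: pH 9.0 Tris buffer, 20 nM E. coli-expressed His-tagged enzyme, 1 mM NAD+, 90 uM beta-hydroxybutyryl-CoA; 15-min compound preincubation.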
# * marks the source's active call; other numbers are inactive results; i = inactive; ? = inconclusive; · = no result given; [ ] = another dose, or the depositor's remark. Unless noted, calls follow the shape of the dose curve; as a rule, active = well fitted curve in the direction sought with a large enough effect; inconclusive = small, poorly fitted or top-dose-only effect, or another doubt; inactive = no such curve, though single readings can be large; an effect the other way counts as inactive or inconclusive. Only part of the results is shown (hit frequency here may not be typical).
SMILES,ALOX15 inhib,Luciferase inh,Rhodamine autofl,Hsp90 Hop PPI,Texas Red fluor,CRE-bla Fsk,HBB splice mod,ERK AVP inh,Pol III holo inh,Tau fil binding,HADH2 inh
NC[C@@H]1O[C@@H](O[C@H]2[C@H](O)[C@H](O[C@@H]3O[C@H](CO)[C@@H](O)[C@H](N)[C@@H]3O)[C@@H](N)C[C@H]2N)[C@H](N)C[C@@H]1O,37%[activator][25.6 µM],12%[25.5 µM],i,-1%[26 µM],i,-6%[17.1 µM],-0.6%[20.6 µM],11%[25.7 µM],9%[25.6 µM],2%[25.6 µM],-3%[25.6 µM]
Cc1cc(-n2c(C)cc(C(=O)CSc3ccc4c(c3)OCCO4)c2C)no1,-6%,-2%,i,-8%,i,?,-0.6%,5%,0%,-3%,?
CCOc1ccccc1C(=O)NCC(=O)OCC(=O)NCCc1ccc(S(N)(=O)=O)cc1,8%,0%,i,2%,?,1%,-0.2%[57.5 µM],-8%,-6%,4%,-6%
Cc1oc(C)c2c(=O)ccc3c(c12)OC(N)=C(C#N)C3c1ccccc1 (stereo not given),?,-2%,i,-16%,i,0.25µM*,6.9%,-16%,-1%,166%,?
Cc1cc(C)nc(N2CCCC(C(=O)Nc3nnc(C)s3)C2)n1 (stereo not given),5%,3%,i,0%,i,8%,0.0%[57.5 µM],-5%,3%,-2%,-2%
Cc1ccc(S(=O)(=O)c2nc(-c3ccccc3)oc2NCCN2CCOCC2)cc1,-11%,-1%,i,-4%,?,8%,0.5%,?,0%,20%,-3%
CC(=O)c1sc(Nc2ccccn2)nc1C,4%,-4%,i,0%,i,?,·,21%,-7%,12%,-15%
O=S(=O)(c1ccc2nc(Cc3ccccc3)[nH]c2c1)N1CCOCC1,4%,-36%,i,-3%,i,13%,-2.5%,0%,-3%,7%,4%
Cc1cc(C)n(-c2ncc(-c3ccccc3)nn2)n1,14%,-11%,·,?,·,?,-1.4%,·,-6%,25µM*,?
CC1(C)CC(=O)c2cc(C(=O)NC3CCSC3=O)c(=O)n(-c3ccccc3)c2C1 (stereo not given),7%,4%,i,-6%,i,?,3.0%,23%,1%,0%,-21%
COc1ccc(-n2c(N)c(C(=O)NCC3CCCO3)sc2=S)cc1 (stereo not given),-1%,-1%,i,-2%,?,-5%,1.4%,-17%,2%,-4%,4%
C/C(Cl)=C\Cn1c(NCCc2ccccc2)nc2c1c(=O)n(C)c(=O)n2C,8%,-1%,i,-3%,i,0%,1.4%[57.5 µM],-30%,-7%,6%,7%
COc1ccc(C2C(C(=O)O)c3ccccc3C(=O)N2C)cc1Br (stereo not given),3%,-1%,i,4%,i,-8%,-1.6%,11%,-2%,4%,0%
CCOc1ccc(C2c3c(oc4cc(C)c(C)cc4c3=O)C(=O)N2CCCN(C)C)cc1OC (stereo not given),1%,1%,·,-4%,·,3%,-0.2%,·,-6%,25µM*,-2%
Cc1cc(C)n(-c2ccc(C(=O)NCc3cccs3)cc2)n1,2%,-1%,i,1%,i,?,-1.8%,-12%,2%,1%,9%
CCc1ccc(C2=Nn3c(nnc3-c3cccs3)SC2)cc1,-16%,3%,i,-6%,i,?,-0.8%,?,4%,4%,15%
C#CCCCO/N=C1/C[C@@H](O)[C@@H](O)[C@@H]2[C@@H]3C(=O)N(c4cccc(Oc5ccccc5)c4)C(=O)[C@H]3CC[C@H]12,-5%[11.4 µM],2%[11.4 µM],·,·,·,·,-0.1%[9.22 µM],-2%[11.5 µM],·,·,17%[11.4 µM]
CCCCCn1c(N2CCOCC2)nc2c1c(=O)n(CC(N)=O)c(=O)n2C,-7%,-1%,i,0%,i,26%,1.4%[0.369 µM],-11%,-4%,50%,10%
COc1cc2c(cc1OC)-c1cc(NCc3ccccn3)nc(=O)n1CC2,13µM*,1%,i,-9%,i,13µM*,-0.4%[0.369 µM],?,-12%,-5%,25µM*
CC(C)(C)n1nnnc1C(c1ccc(C#N)cc1)N1CCCC2(CCCCC2)C1 (stereo not given),-9%,0%,i,-4%,i,-2%,·,-6%,7%,-4%,9%
Cc1nc2ccc(NC(=O)c3c(-c4ccccc4)noc3C)cc2s1,1%,12%,i,5%,i,0%,-0.5%,15%,0%,9%,4%
Cc1nc2sc(C(c3cccs3)N3CCN(C(=O)c4ccco4)CC3)c(O)n2n1 (stereo not given),-2%,2%,·,4%,·,-2%,-1.3%,·,-8%,206%,?
O=C(c1ccc2c(c1)C(=O)N(Cc1ccco1)C2O)N1CCOCC1 (stereo not given),2%,2%,·,-2%,·,-12%,-0.8%,·,-4%,19%,-14%
COC(=O)CSc1nc(C2CC2)nc2ccccc12,0%,-7%,i,2%,?,?,0.2%[57.5 µM],?,0%,8%,1%
COc1ccc2c(C(F)(F)F)cc(=O)oc2c1C,-5%,4%,i,0%,i,?,-0.6%,-8%,-4%,10%,?
CCN(C1CCCCC1)S(=O)(=O)c1cc(C)ccc1OC,-5%,1%,i,2%,i,-2%,-1.4%,-22%,4%,-3%,-6%
CCC(C)[C@@H](NC(=O)OC(C)(C)C)c1nnc(S(=O)(=O)Cc2cccc(C)c2)o1 (stereo not given in full),0%,-15%,i,-1%,i,?,-0.3%[0.369 µM],76%[activator],-4%,-11%,2.5µM*
COc1ccccc1-c1cc(C(=O)NCc2ccc(F)cc2)no1,-21%,-2%,i,20%,i,9%,-0.1%,15%,10%,2%,1%
COC(=O)CNC(=O)C12CC3(C)CC(C)(CC(C)(C3)C1)C2,0%,-1%,i,-4%,i,2%,2.7%,9%,-5%,-5%,?
Cc1cccc(CCNS(=O)(=O)c2cnc[nH]2)c1,1%,-1%,i,-13%,i,?,0.0%,9%,-7%,-5%,1%
CC(=O)Nc1ccc2c(c1)CCCN2C(=O)c1ccccc1,5%,1%,i,-4%,i,2%,-1.4%,1%,-2%,-4%,2%
CCOC(=O)c1ccccc1NC(=O)CSc1nc2ccccc2n1CC(=O)N1CCCC1,10%,2%,i,0%,?,2µM*,0.3%[57.5 µM],-16%,-2%,5%,1%
CCCN(CCC)C(=O)CSc1nc2n[nH]c(C)c2c(=N)n1-c1ccc(OCC)cc1,-11%,0%,i,?,i,2.5µM*,0.7%,?,-6%,25%,-24%
NC(=O)c1c(NC(=O)COC(=O)CSc2nnc(-c3ccc(Cl)cc3)o2)sc2c1CCC2,-25%,-6%,i,-3%,i,?,-3.2%,15%,-7%,?,?
CCCCN(CCCC)S(=O)(=O)c1ccc(C(=O)Nc2nnc(COC)o2)cc1,127%[activator],1%,i,-4%,?,-7%,-0.5%,23%,-8%,-1%,1%
CCOc1cccc(C(=O)Nc2ccc(N3CCN(S(C)(=O)=O)CC3)cc2)c1,-2%,-2%,i,-4%,?,1%,-0.6%,-3%,-2%,-15%,19%
Cc1nc(NCc2ccccc2)c2nc(-c3ccccc3)n(CCN3CCCCC3)c2n1,20µM*,·,·,-4%,·,9%,-1.2%,-27%,-7%,12%,27%
COc1ccc(C2CC(C(F)(F)F)n3nc(C(=O)N(C)Cc4cn(C)nc4C)c(Cl)c3N2)cc1 (stereo not given),-19%,0%,i,?,i,8%,1.0%,46%[activator],-14%,-13%,-1%
COc1cccc(CNC(=O)C2CCN(Cc3cnn(-c4ccccc4)c3-n3cccc3)CC2)c1,-12%,0%,i,-5%,i,-15%,-1.5%,2%,-4%,-2%,-2%
CC(=O)Oc1ccc2oc3c(c2c1)C(=O)CCC3,3%,-16%,i,1%,i,1%,·,-13%,-6%,-2%,2%
O=C(NCc1ccc2c(c1)OCO2)C1CCCN1C(=O)Nc1ccccc1 (stereo not given),10%,1%,i,-2%,i,?,1.6%,-19%,0%,9%,-7%
